MsrA act: activates bovine MsrA enzyme. purified bovine MsrA, absorbance read-out. activation, % at 10.6 µM. 360,000 compounds, 0.3% hits. AID 602163; in the data active means activation above about 7.5%;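 further: 0% = vehicle and 100% = reference activator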
Rin1-Abl PPI inh: blocks binding of human Rin1 to Abl; TR-FRET Rin1/Abl binding, biochemical; inhibition, % at 7.35 µM; 360,000 compounds, 0.4% hits; AID 588664; in the data active means inhibition above about 5%, passing the limit was not always enough
FAS-TE inh: inhibitors of human fatty acid synthase thioesterase domain. P49327. recombinant FAS-TE, OMFH fluorogenic substrate, fluorescence endpoint. inhibition, % at 15 µM. 360,000 compounds, 0.67% hits. AID 602261;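 active means compounds whose normalised, plate-corrected inhibition of enzyme fluorescence in the single-dose primary screen is 50% or more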;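 further: 0% = DMSO with enzyme and 100% = substrate without enzyme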
MsrA inhibitor: bovine MsrA inhibition; purified bovine MsrA, absorbance read-out; inhibition, % at 15.5 µM; 360,000 compounds, 0.75% hits; in the data active means inhibition above about 4.5%;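 further: 0% = vehicle wells with enzyme and 100% = reference inhibitor wells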
SKN-1 block: blocks SKN-1 activity in C. elegans; inhibition, % at 21.8 µM; C. elegans VP596 Pgst-4::GFP/RFP ratio, acrylamide-induced, 24 h; 360,000 compounds, 0.49% hits; AID 624304;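 active means interference check ratio from 0.5 to 1.5 plus GFP to RFP signal ratio inhibition reaching or exceeding a fixed threshold, cut at about 30% in these data, passing the limit was not always enough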; further: some compounds called inactive have numbers as strong as hits
Neddyl block: inhibitors of human cullin neddylation; 360,000 compounds, 0.58% hits; TR-FRET cullin neddylation, biochemical; calls only at 25 µM; P61081+Q13564; in the data active means inhibition above about 36%
CendR NRP1 mod: alters CendR peptide binding to human NRP-1 | O14786 | FAM-RPARPAR peptide binding to NRP-1, fluorescence polarization | inhibition, % at 25 µM | 360,000 compounds, 0.85% hits;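 active means inhibition or corrected inhibition above about 18%, plus a signal ratio from 0.5 to 1.5, limit read from the data, passing the limit was not always enough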; further: strong numbers were not always called active
MT1-MMP act inh: inhibitors of human MT1-MMP activation; 360,000 compounds, 0.061% hits; AID 651647; GFP/RFP ratio change, % at 20 µM; P50281; HT1080 RFP-PRO-GFP cells, GFP/RFP ratio fluorescence, overnight; percent of plate control window, DMSO zero;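 active means GFP/RFP ratio change of at least 30% with cell ATP level not reduced by more than half and red fluorescence within 50% of control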; further: strong numbers were not always called active
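Test system: HT1080 RFP-PRO-GFP cells; Benchmarks: DMSO and RFP-L50D-GFP cell wells; Timing: cells overnight before dosing, compound overnight, 37 °C, 5% CO2; Compound: one 20 µM compound dose with 1% DMSO; Read-out: GFP/RFP fluorescence ratio.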
E coli Lon inh: inhibits E. coli Lon protease | purified E. coli Lon protease, fluorescence polarization | inhibition, % at 7.94 µM | 360,000 compounds, 0.42% hits; in the data active means inhibition above about 13%, passing the limit was not always enough;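 further: 0% = enzyme with probe and DMSO and 100% = no enzyme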
* marks the source's active call; other numbers are inactive results; i = inactive; . = no result given.

Start of the data: the first 5 entries, to show the layout:
SMILES | MsrA act | Rin1-Abl PPI inh | FAS-TE inh | MsrA inhibitor | SKN-1 block | Neddyl block | CendR NRP1 mod | MT1-MMP act inh | E coli Lon inh
CCOC(=O)CN(C(=O)CSc1nnc(-c2cccc(OC)c2)o1)c1ccc(F)cc1 | -3 | 1 | 13 | -0.3 | 2 | i | 4 | 5 | -3
S=C(Nc1cccc(Cl)c1Cl)N1CCCC1 | -4 | -2 | -6 | 0.4 | 11 | i | 13 | 2 | 4
Cc1ccc(S(=O)(=O)N/N=C/c2ccc(O)c(O)c2)cc1[N+](=O)[O-] | -7 | -2 | -1 | 1.0 | 6 | i | -8 | -2 | 0
O=C(CSc1nnc(CNc2ccc(F)cc2)o1)N1c2ccccc2Sc2ccccc21 | -4 | 0 | 30 | 0.3 | 2 | i | 10 | -6 | 7
Cc1cccc(NC(=O)c2ccc(OC3CSC3)cc2)c1 | 0 | 0 | -2 | -1.1 | 6 | i | -8 | 11 | 3

Main list (from the top)
SMILES | MsrA act | Rin1-Abl PPI inh | FAS-TE inh | MsrA inhibitor | SKN-1 block | Neddyl block | CendR NRP1 mod | MT1-MMP act inh | E coli Lon inh
CCOC(=O)CN(C(=O)CSc1nnc(-c2cccc(OC)c2)o1)c1ccc(F)cc1 | -3 | 1 | 13 | -0.3 | 2 | i | 4 | 5 | -3
S=C(Nc1cccc(Cl)c1Cl)N1CCCC1 | -4 | -2 | -6 | 0.4 | 11 | i | 13 | 2 | 4
Cc1ccc(S(=O)(=O)N/N=C/c2ccc(O)c(O)c2)cc1[N+](=O)[O-] | -7 | -2 | -1 | 1.0 | 6 | i | -8 | -2 | 0
O=C(CSc1nnc(CNc2ccc(F)cc2)o1)N1c2ccccc2Sc2ccccc21 | -4 | 0 | 30 | 0.3 | 2 | i | 10 | -6 | 7
Cc1cccc(NC(=O)c2ccc(OC3CSC3)cc2)c1 | 0 | 0 | -2 | -1.1 | 6 | i | -8 | 11 | 3
S=C(NCc1ccccc1)N1CCN(Cc2ccc3c(c2)OCO3)CC1 | -14 | 2 | -11 | -0.1 | -5 | i | 15 | 1 | -6
O=C1c2ccccc2C(Nc2ccc(S(=O)(=O)N3CCOCC3)cc2)N1Cc1ccco1 (centres undefined) | 0 | 0 | 2 | 1.1 | -9 | i | 4 | -4 | 3
Nc1nc(SCC(=O)Nc2ccccc2Sc2ccc(Cl)cc2)n[nH]1 | -3 | -1 | -31 | 0.3 | -33 | i | -5 | 0 | -7
CN1CCC(N2CCN(C3CN(CCc4ccccc4)S(=O)(=O)C3)CC2)CC1 (centres undefined) | -4 | 1 | -12 | -0.3 | -1 | i | 7 | 2 | -3
Cn1c(C(=O)NCCN2CCc3ccccc3C2)cc2c(=O)[nH]c3ccccc3c21 | 1 | 0 | -2 | -1.0 | 0 | i | 1 | 6 | 6
CCOC(=O)c1ccc(NC(=O)c2sc3nc4n(c(=O)c3c2C)CCC4)cc1 | -10 | -1 | -3 | 0.3 | -16 | i | 1 | 0 | 7
CC(C)CCNC(=O)[C@H](Cc1ccccc1)N1Cc2ccccc2C1=O | -1 | 0 | 5 | -1.2 | 1 | i | -1 | -2 | -5
CC(NC(=O)c1ccco1)C(=O)N1CCc2ccccc2C1 (centres undefined) | -3 | 1 | -5 | 0.4 | -1 | i | -3 | 0 | -4
COc1ccc(CCNC(=O)c2coc3ccccc3c2=O)cc1 | -4 | 1 | 4 | -0.2 | 3 | i | 7 | -2 | -4
COc1ccc(/C=N/N2CCN(c3ccc(Cl)cc3)CC2)cc1O | -2 | 0 | 0 | -0.3 | -2 | i | 14 | 11 | 2
CCN1C(=O)CSC1=Nc1cccc(C(=O)O)c1 | 0 | 1 | -7 | 1.0 | 7 | i | 9 | 0 | -5
Clc1ccc(SCc2cc(N3CCOCC3)nc(-c3ccccn3)n2)cc1 | -7 | 2 | 5 | 0.5 | 19 | i | -3 | 7 | 3
NC(=O)C1CCN(c2ccnc3cc(Cl)ccc23)CC1 | -4 | 4 | -6 | -0.8 | 0 | i | 13 | 0 | -17
COc1cccc(CNC(=O)CCc2nnc(C3CCCCC3)o2)c1 | -4 | 3 | -1 | 0.5 | -8 | i | -7 | 3 | -1
CC(=O)C1=C(O)C(CSCc2ccccc2)N(C)C1=O (centres undefined) | -12 | 1 | -2 | -0.1 | -1 | i | -11 | -8 | -22
NC(=O)c1nnsc1-c1ccco1 | -1 | -3 | -8 | 1.5 | 7 | i | -7 | -2 | -2
O=C(Cn1nnc(-c2ccccc2NC(=O)c2cccs2)n1)Nc1ccccc1 | 2 | 1 | 19 | -0.1 | 8 | i | 11 | 0 | -3
COc1ccc(N2C3=C(C(=O)CC(C)(C)C3)C(c3ccccc3OC)C3=C2CC(C)(C)CC3=O)cc1 | 0 | 4 | 29 | -0.1 | 12 | . | -1 | -2 | 0
Oc1c(CN2CCc3ccccc3C2)cc(Cl)c2cccnc12 | 4 | 2 | 8 | . | -6 | i | -22 | 3 | 2
O=[N+]([O-])c1cccc(-c2csc(Nc3ccccc3)n2)c1 | -14 | -1 | 38 | 0.6 | 35* | i | 1 | -1 | -3
C=C[C@]1(C)C=C2CC[C@H]3[C@@](C)(CCC[C@@]3(C)C(=O)O)[C@@H]2CC1 | -8 | 3 | 7 | . | 14 | i | -10 | 0 | 5
COc1ccc(CN2CCCC(C(=O)N3CCCCC3)C2)c(OC)c1 (centres undefined) | -2 | 1 | -5 | . | 3 | i | 11 | -2 | -11
CCOC(=O)C1=C(C)N(C)C(C)=C(C(=O)OCC)C1c1ccccn1 | -3 | 0 | -5 | -0.8 | -1 | i | 14 | 14 | -1
COc1ccc2[nH]c(=S)cc(C)c2c1 | -1 | 1 | -8 | 0.1 | 5 | i | -2 | 0 | 7
O=C(O)c1ccccc1C(=O)Nc1ccc(S(=O)(=O)Nc2nccs2)cc1 | -2 | 3 | -3 | -0.1 | -11 | i | 6 | 1 | -18
CC/C(=N/NC(=O)c1ccccc1O)c1c(C)[nH]n(-c2ccccc2)c1=O | -8 | 2 | 20 | 0.4 | 3 | i | -12 | -1 | 15
Cc1cc(=O)[nH]c(SCC(=O)Nc2ccc(Cl)cn2)n1 | -2 | -5 | -6 | 0.8 | 7 | i | 11 | -2 | -6
CCN(CC(=O)Nc1ccc(NC(C)=O)cc1)C(=O)c1sc2nc3n(c(=O)c2c1C)CCC3 | -2 | 4 | -6 | 0.1 | -24 | i | 4 | 0 | -28
CCCCc1nnc(NC(=O)CCS(=O)(=O)c2ccc(C)cc2)s1 | 7.8* | 1 | -5 | -1.5 | 13 | i | 7 | 1 | -6
COc1ccc(Cl)cc1NC(=O)C(C)N(C)Cc1ccc(C(F)(F)F)cc1 (centres undefined) | -10 | 0 | 22 | 0.2 | 10 | i | -13 | -2 | -1
O=C(Cc1cccs1)Nc1cc(SCCO)cc([N+](=O)[O-])c1 | 1 | 0 | 13 | -0.2 | 7 | i | -14 | 3 | 1
O=C(O)COc1ccc(Br)cc1/C=C1/SC(=O)N(CC(=O)N2CCCC2)C1=O | -10 | -2 | -3 | 3.5 | 4 | i | -11 | -1 | -5
N#CC(C(O)c1ccccc1)N1CCOCC1 (centres undefined) | -2 | 2 | -7 | 0.7 | -11 | i | -2 | -1 | -14
CCCn1c(SCC(=O)NC2CCCC2)nnc1C(C)C | -1 | 0 | -6 | -0.2 | 6 | i | 7 | 3 | 6
Cc1ccc(/C=C2\SC(=O)N(CCC(=O)N3CCN(C)CC3)C2=O)cc1 | -5 | -5 | 1 | 3.6 | -6 | i | 8 | -3 | 0
Cc1nc2ccccc2nc(C)c1=NOCc1ccc(C#N)cc1 | -13 | -2 | -3 | 0.3 | -3 | i | 4 | . | 1
O=C(CCc1ccc(S(=O)(=O)N2CCOCC2)cc1)Nc1c(F)cccc1F | -1 | 5 | -4 | -0.4 | 22 | i | -18 | 2 | 3
Cc1ccc(S(=O)(=O)C2C(=O)N(C)C3(C)CC2c2ccccc2O3)cc1 (centres undefined) | -1 | 1 | -1 | 0.2 | -1 | i | 11 | -5 | 3
Cc1cc(N2CCCCCC2)nc2ccc(F)cc12 | -2 | -1 | 10 | 0.3 | 17 | i | -9 | -1 | 3
Cn1c(COc2ccc(F)cc2)nnc1SCC(=O)NC1CC1 | -1 | 4 | -6 | 0.8 | 18 | i | 10 | 0 | -7
CSCCC1NC(=O)N(CC(=O)Nc2cc(C)on2)C1=O (centres undefined) | -5 | 0 | -2 | 0.3 | -11 | i | -1 | 2 | -2
CCS(=O)(=O)N1CCN(C(C)CCc2ccccc2)CC1 (centres undefined) | -5 | -2 | -6 | 0.7 | -37 | i | -6 | 5 | 2
Cc1ccc(C2C(C#N)=C(N)Oc3n[nH]c(C)c32)cc1 (centres undefined) | 0 | -3 | -5 | 2.0 | 2 | i | -20 | 8 | 7
Cc1ccc(CNC(=O)CS(=O)(=O)CC(=O)O)cc1 | -2 | 2 | -10 | -0.7 | 14 | i | 21* | 2 | -4
Cc1nn(-c2ccccc2)c2sc(C(=O)c3c(N)n(C)c(=O)n(C)c3=O)cc12 | 1 | -13 | 4 | 0.8 | 4 | i | -2 | -1 | -4
Cc1[nH]nc2c1C1(CCOC1C)C(C#N)=C(N)O2 (centres undefined) | -3 | -1 | -7 | -0.4 | 8 | i | 3 | 1 | -6
O=C(CSc1nnnn1-c1ccccc1)N1N=CCC1c1ccccc1 (centres undefined) | -1 | 1 | -7 | -0.1 | 2 | i | 4 | -3 | -7
O=C(c1ccc(Br)o1)N1CCN(C/C=C/c2ccccc2)CC1 | 0 | 2 | 1 | 0.3 | 9 | i | 5 | 7 | 12
Cc1ccc(S(=O)(=O)N2CCOCC2)cc1C(=O)NC1CCCC(C)C1C (centres undefined) | -5 | 1 | -2 | -0.7 | 19 | i | -5 | 3 | -15
Cc1cc(C)c(NC(=O)CN(C)S(=O)(=O)c2ccc3c(c2)n(C)c(=O)c(=O)n3C)c(C)c1 | 1 | -9 | 6 | 0.0 | 10 | i | 4 | 7 | -9
COc1ccc(S(=O)(=O)Nc2cc3c(C(C)=O)c(C)oc3c3ccccc23)cc1 | -1 | -1 | 16 | 0.3 | 25 | i | 3 | 15 | -4
COc1ccc(OC)c(NC(=O)Cn2c(CCC(=O)O)ccc2-c2ccc(C)cc2)c1 | -2 | 0 | 0 | -0.7 | 12 | i | 3 | -2 | 1
COc1cc(CN2CCN(c3cccc(C)c3C)CC2)cc([N+](=O)[O-])c1O | -6 | -5 | 0 | -0.1 | -9 | i | 5 | -1 | -2
Cc1cc(N(C)N)nc(NC(=O)NS(=O)(=O)c2ccccc2Cl)n1 | -5 | 1 | -6 | -1.3 | -13 | i | -2 | -2 | 13
CC(C)(C)c1ccc(C(=O)NC(=S)N2CCOCC2)cc1 | -4 | 1 | -6 | -0.1 | -3 | i | 12 | 4 | -12

New compounds follow:
SMILES | MsrA act | Rin1-Abl PPI inh | FAS-TE inh | MsrA inhibitor | SKN-1 block | Neddyl block | CendR NRP1 mod | MT1-MMP act inh | E coli Lon inh
COc1cc(Cl)c(C)cc1NC(=O)c1ccccc1NC(=O)CN1CCOCC1 | -2 | 2 | 10 | 0.2 | 18 | i | 4 | -4 | -5
CCOc1cc(NC(=S)NCC2CCCO2)c(OCC)cc1NC(=O)c1ccc(OC)cc1 (centres undefined) | 0 | 2 | -7 | -0.1 | -9 | i | -8 | 0 | 2
COc1ccccc1N1C(=O)c2ccc(C(=O)Nc3ccc(C(=O)O)cc3)cc2C1=O | -5 | 1 | -4 | 0.8 | 8 | i | 4 | 0 | -9
O=C(COC(=O)/C=C/c1ccccc1)Nc1ccc2c(c1)OCCO2 | -9 | 4 | 6 | -0.5 | -11 | i | 14 | -1 | -6
Cc1sc2c(c1C)c(=O)n(-c1ccccc1)c1nnc(C)n21 | -3 | -2 | -6 | 0.8 | 12 | i | 5 | 3 | -13
